# Screening results (PubChem)
# NPY-Y2 PAM-ag – potentiators or agonists of human neuropeptide Y receptor Y2 | actives 0.45% (n = 220,000) | AID 1359 | P49146 | activation, % at 3.6 µM | cells expressing NPY-Y2, potentiator/agonist read-out; in the data active = activation above about 27%;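 also: cells stimulated with NPY near EC25 plus isoproterenol at EC100; 0% = vehicle plus submaximal agonist and 100% = vehicle plus saturating agonist; some results beyond the cut were filed as inactive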
# S1P4 agonist – activates the human S1P4 receptor; activation, % at 4.98 µM; AID 1509; actives 0.35% (n = 220,000); S1P4-expressing cell line, agonist reporter assay; O95977; in the data active = activation above about 11%;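 also: 0% = DMSO vehicle and 100% = reference agonist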
# Ba/F3 V617F tox – loss of viability in JAK2V617F-driven Ba/F3 cells. Ba/F3 EpoR-JAK2V617F viability, ATP luminescence. inhibition, % at 5.6 µM. actives 1.1% (n = 220,000);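 active = inhibition above the campaign mean plus 3 SD over all tested compounds, cut at about 24% in these data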;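 also: cytokine-independent growth of Ba/F3 cells driven by EpoR plus mutant JAK2; 0% = DMSO-treated cells and 100% = JAK inhibitor I control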
# BaF3 tox – reduces parental Ba/F3 cell viability, JAK2V617F counter-screen. CellTiter-Glo ATP luminescence. inhibition, % at 5.6 µM. actives 1.1% (n = 220,000). AID 1486;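 active = inhibition above a per-campaign cutoff, the mean inhibition of all tested compounds plus 3 SD, cut at about 27% in these data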;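 also: 0% = DMSO wells and 100% = JAK Inhibitor I control wells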
# NPY1 pot ag – potentiates or activates human NPY-Y1 receptor; P25929; NPY-Y1 expressing cells, potentiator/agonist activation; activation, % at 3.6 µM; actives 0.37% (n = 220,000); AID 1304; in the data active = activation above about 33%, passing the limit was not always enough;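 also: cells stimulated with NPY at EC10 then isoproterenol at EC100; 0% = low agonist plus stimulus and 100% = saturating agonist plus stimulus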
# Target sequence (P25929 whole entry, looked up): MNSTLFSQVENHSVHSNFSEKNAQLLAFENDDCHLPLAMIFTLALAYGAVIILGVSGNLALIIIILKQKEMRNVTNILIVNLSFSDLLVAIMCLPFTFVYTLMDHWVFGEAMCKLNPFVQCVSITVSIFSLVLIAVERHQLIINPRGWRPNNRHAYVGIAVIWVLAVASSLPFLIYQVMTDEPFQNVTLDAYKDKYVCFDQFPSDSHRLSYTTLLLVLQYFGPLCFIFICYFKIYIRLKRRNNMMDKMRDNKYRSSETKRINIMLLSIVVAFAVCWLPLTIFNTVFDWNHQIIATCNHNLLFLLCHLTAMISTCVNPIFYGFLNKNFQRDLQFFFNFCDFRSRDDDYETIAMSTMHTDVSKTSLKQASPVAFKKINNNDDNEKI
# RBBP9 inhibitor – human RBBP9 hydrolase inhibition; O75884; recombinant RBBP9, FP-Rh probe fluorescence polarization; inhibition, % at 7.94 µM; actives 0.2% (n = 220,000); AID 1515;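 active = inhibition above the campaign mean of all tested compounds plus 3 SD, cut at about 14% in these data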;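 also: plate controls were DMSO wells with RBBP9 for no effect and wells lacking RBBP9 protein for full effect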
#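 system = RBBP9 protein | input = RBBP9 at 2.5 µM in dispensed solution, before mixing | measured by = fluorescence polarization (mP), excitation 525 nm, emission 598 nm | incubation = enzyme-compound preincubation 30 min, then probe labeling 45 min, 25 °C | buffer or medium = Tris-NaCl-Pluronic buffer, pH 8.0 | compound = single dose 7.94 µM | also added = FP-Rh probe, 375 nM dispensing solution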
# NPY-Y1 antag – antagonists of human neuropeptide Y receptor Y1 | HEK293-CNG Y1 cells, membrane potential fluorescence; NPY at EC95, then isoproterenol | inhibition, % at 3.6 µM | P25929 | actives 1% (n = 200,000);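 active = inhibition above the campaign mean inhibition of all tested compounds plus 3 SD, cut at about 20% in these data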;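 also: 0% = DMSO wells given NPY plus isoproterenol and 100% = isoproterenol alone without NPY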
#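 Test system – HEK293 Y1/CNG channel cell line · Also added – NPY agonist 25 nM, then isoproterenol 1 µM plus Ro 20-1724 25 µM · Compound dosing – one concentration, 3.6 µM, in 0.4% DMSO · Schedule – compound incubation 1 h at room temperature, readout 45 min post-stimulation · Technique – fluorescence, membrane potential probe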
# S1P4 antag – human S1P4 receptor antagonism; O95977; S1P4-expressing cells, antagonist mode, reporter read-out; inhibition, % at 4.98 µM; actives 0.26% (n = 220,000); AID 1510; in the data active = inhibition above about 29%;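 also: 0% = wells stimulated with agonist and 100% = vehicle wells without agonist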
# Runt-CBFb FRET – inhibitors of human RUNX1 Runt domain binding to CBFb; Cerulean-Runt/Venus-CBFb FRET ratio 530/480, 1 h; inhibition, % at 20 µM; actives 0.46% (n = 220,000); AID 1496;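 active = inhibition over about 50% at 20 µM in the single-dose screen, limit read from the data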;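 also: 0% = DMSO wells and 100% = excess unlabeled CBFb competitor control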
# Target sequence (Q01196 whole entry, looked up, the tested form may be a part): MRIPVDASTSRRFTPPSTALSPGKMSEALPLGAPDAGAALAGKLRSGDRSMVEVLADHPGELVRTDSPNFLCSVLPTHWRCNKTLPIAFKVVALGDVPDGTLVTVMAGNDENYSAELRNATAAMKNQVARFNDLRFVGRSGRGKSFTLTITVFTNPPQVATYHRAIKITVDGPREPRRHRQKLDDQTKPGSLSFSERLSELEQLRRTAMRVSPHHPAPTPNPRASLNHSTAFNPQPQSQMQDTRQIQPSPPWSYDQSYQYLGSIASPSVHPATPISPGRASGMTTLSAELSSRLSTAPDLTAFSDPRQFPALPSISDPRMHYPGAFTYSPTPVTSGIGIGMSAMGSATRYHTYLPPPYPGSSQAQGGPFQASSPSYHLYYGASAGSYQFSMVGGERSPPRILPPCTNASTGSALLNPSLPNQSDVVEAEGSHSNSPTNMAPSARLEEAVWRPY
# Target sequence (Q13951 whole entry, looked up, the tested form may be a part): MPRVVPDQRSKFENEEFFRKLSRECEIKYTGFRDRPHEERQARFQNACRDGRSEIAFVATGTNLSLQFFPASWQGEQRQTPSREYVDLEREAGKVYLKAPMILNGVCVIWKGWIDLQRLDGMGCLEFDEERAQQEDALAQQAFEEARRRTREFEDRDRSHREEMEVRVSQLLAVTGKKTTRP
#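 Schedule: protein complex preformed 1 h, compound exposure 1 h, room temperature, dark; test system: Cerulean-labeled Runt domain protein; amount: 100 nM per protein; buffer or medium: Tris 50 mM pH 7.5, KCl, K2SO4, 0.01% BSA; read-out: loss of energy transfer signal; detection: FRET fluorescence; controls: 5 µM unlabeled CBFb as full-inhibition high control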
# * hit, by the source's call; . = no result given. Compounds as they come; 3.6% or so of the library scored in one or more.
SMILES,NPY-Y2 PAM-ag,S1P4 agonist,Ba/F3 V617F tox,BaF3 tox,NPY1 pot ag,RBBP9 inhibitor,NPY-Y1 antag,S1P4 antag,Runt-CBFb FRET
COc1ccccc1N1CCN(C(=O)CSc2nnc3c4ccccc4nc(Cc4ccccc4)n23)CC1,-5,1.7,-3,4,13,-4,2,-19,-9
C=CCn1c(SCC(=O)Nc2ccc(NC(=O)c3ccco3)c(OC)c2)nnc1-c1ccncc1,-10,-0.1,-3,8,-9,-4,2,-20,0
CC(C)C(c1nnnn1C1CCCCC1)N1CCN(c2ncccn2)CC1 (configuration not stated),-1,-0.9,3,6,-18,3,3,-4,0
Cc1ccc(OC(=O)c2ccc(N3CCOCC3)c([N+](=O)[O-])c2)cc1,11,-0.6,-4,1,8,-1,-3,-3,-3
COc1ccccc1Oc1c(C)oc2c(CN3CCN(CCO)CC3)c(O)ccc2c1=O,-4,-1.2,-2,-2,-16,-2,3,-4,2
CCCCn1c(SCC(=O)Nc2nnc(C)s2)nc2c1c(=O)n(C)c(=O)n2C,6,3.8,-3,1,-10,-6,-3,-20,-1
COc1cccc(/C=N/Nc2ccc(S(=O)(=O)O)cc2)c1O,-7,1.9,-4,3,-21,-11,2,-9,2
CC(C(=O)N1CCOCC1)N1C(=O)c2cccc3cccc(c23)C1=O (configuration not stated),-1,2.3,0,4,-12,-9,-3,-20,2
CCOC(=O)CC(=O)N/N=C/c1c(N)n(C)c(=O)n(C)c1=O,11,-0.2,-1,4,13,0,3,1,.
CC(C)C(=O)NS(=O)(=O)c1ccc(N)cc1,2,-2.7,2,11,-16,3,4,-6,0
CCC12CSc3nc(Cl)ccc3N1C(=O)C(=O)N2C (configuration not stated),16,1.8,2,1,8,-9,.,4,-1
O=C(CN1CCOCC1)Nc1ccc(NC(=O)CN2CCOCC2)c(Cl)c1,-4,2.6,-4,1,-1,-4,2,-5,-1
CCOc1ccc(C(c2nnnn2Cc2ccccc2)N2CCN(C(=O)c3ccco3)CC2)cc1 (configuration not stated),-4,1.8,1,6,-34,-5,6,6,.
O=C(CSc1nc(-c2cccs2)cc(C(F)(F)F)n1)NCc1ccco1,-1,-0.6,-3,3,12,2,-5,-19,-1
COc1ccc(-n2c(=O)c3ccccc3c3ccccc3c2=O)c(OC)c1,4,2.9,-3,9,13,2,-1,-13,1
COc1ccc(Br)c2oc(SC)cc(=O)c12,-12,1.1,2,7,-11,-13,2,10,-1
C/C(=N\NC(=O)c1nc2ccccn2c1C)c1ccco1,4,-2.3,5,3,-17,-10,-4,-30,1
CC(=O)NC(=C(Cl)Cl)S(=O)(=O)c1ccccc1,-15,-1.3,5,2,-1,-1,4,7,0
CCC(=O)N1c2ccccc2[C@@H](N(C(C)=O)c2ccccc2)C[C@H]1C,-3,4.6,-1,1,0,-4,-4,-7,-1
C/C(=N\Nc1ccc(S(N)(=O)=O)cc1[N+](=O)[O-])c1ccc2c(c1)OCO2,10,-0.7,5,3,23,-6,-3,-20,-1
O=C(NC1CCCC1)C(c1ccccc1F)N(C(=O)Cc1cccs1)c1ccc2c(c1)OCCO2 (configuration not stated),5,-1.1,-1,7,-8,-4,20*,-21,-1
Cc1cc(NC(=O)CCC(=O)N(Cc2ccco2)C2(C(=O)NC3CCCCC3)CCN(C)CC2)no1,-3,0.1,0,89*,-14,1,7,-15,-1
O=C(O)c1cc(/C=C/c2ccc(N3CCOCC3)c([N+](=O)[O-])c2)nc2ccccc12,78*,0.4,1,-1,53*,6,.,5,0
CCN(CC)S(=O)(=O)c1ccc(-c2nnc(SCc3nnc(-c4ccc(C)cc4)o3)o2)cc1,18,0.9,1,3,11,0,-3,-13,-4
COCCCNC(=O)Cn1cc(C(=O)c2cccs2)c2ccccc21,6,0.7,-2,1,-1,-5,0,-2,-3
Cc1cc(C)c(S(=O)(=O)Nc2ccc(OCC(=O)O)cc2)c(C)c1,51*,-2.1,-3,1,47*,-10,-8,-13,0
CCc1nnc(NC(=O)CSc2nnc3c4ccccc4n(C)c3n2)s1,-9,0.3,-1,7,-10,-7,6,-23,-1
Cc1ccc(-n2ncc3c(=O)n(-c4ccc(C)c(C)c4)c(-c4ccco4)nc32)cc1,-10,4.2,3,4,-8,-13,8,-2,1
COC(CNC(=O)c1ccc2c(c1)ncn2-c1cccc(F)c1)OC,-10,-1.4,1,4,-15,-6,-1,6,-2
O=C(Nc1nc2ccccc2[nH]1)c1ccccc1[N+](=O)[O-],2,0.5,-7,5,15,0,7,3,1
CCOC(=O)C1=C(C)N=C2SC(C)C(=O)N2C1c1cccc(F)c1 (configuration not stated),-1,1.3,-3,7,-6,0,0,0,0
N#C/C(=C\c1ccc(O)c(Br)c1)C(=O)NCc1ccccc1,13,0.9,-3,5,2,-9,2,-18,104*
O=C1CN(C(=O)CSc2nncs2)c2ccccc2N1,-2,-1.9,-1,0,-22,2,-5,16,0
C=CCN(C1CCCCC1)S(=O)(=O)c1ccc2c(c1)oc(=O)n2C,-6,-2.7,-1,3,-24,-7,4,-13,0
O=C(NCC(=O)N1CCN(S(=O)(=O)c2cccs2)CC1)c1ccc(Cl)cc1,-3,1.9,2,5,11,-5,5,2,-2
CSc1nsc(SC)c1NC(=O)Nc1ccccn1,-3,1.9,-1,3,-14,-7,-1,-13,0
CN(C1CCCCC1)S(=O)(=O)c1ccccc1,3,-2.1,-2,4,11,-7,1,-1,1
CCc1cccc2c(C(=O)COC(=O)c3c(C)noc3C)c[nH]c12,13,-0.7,-3,-2,27,2,-2,-5,-1
Cc1ccc([N+](=O)[O-])cc1NC(=O)CCc1ccccc1,-5,0.1,-2,5,3,-6,3,-11,0
Brc1ccc2c(c1)C(c1cccs1)=NNC(c1cccnc1)=N2,2,0.1,0,0,0,-3,-5,-9,-2
Cc1ccc(S(=O)(=O)N2CCN(C(=O)COC(=O)c3cc(C)oc3C)CC2)cc1,3,1.8,-1,4,13,0,8,5,-3
OC(Cn1cccn1)c1ccccc1 (configuration not stated),9,1.8,-3,0,-2,-8,1,-20,-2
O=C(NC(c1ccccc1)c1ccccc1)C1CCCO1 (configuration not stated),14,0.0,-2,6,23,-8,-4,-8,0
O=C(N/N=C/c1ccco1)C1(O)c2ccccc2-c2ccccc21,-14,0.1,0,0,-8,-1,.,12,0
COC1=C/C(=C/c2c(N)n3nc(-c4ccc(C)cc4)sc3nc2=O)C=CC1=O,9,6.2,0,3,10,-16,9,-34,-30
COc1ccc(-n2c(COc3cccc4ccccc34)nnc2SC(C)C(=O)O)cc1 (configuration not stated),0,0.5,2,2,9,-2,5,-11,.
CCOC(=O)c1ccccc1NS(=O)(=O)c1ccc(S(=O)(=O)N2CCCC2)cc1,0,2.1,-1,4,17,-8,-2,-20,0
CCN(C(=O)COC(=O)c1ccccc1NC(=O)c1ccco1)C1CCS(=O)(=O)C1 (configuration not stated),-16,0.3,3,10,-10,1,-3,0,.
CCc1cc(Br)ccc1NC(=O)C1CCCO1 (configuration not stated),3,-2.2,-2,1,-19,-8,3,-14,2
CC(C)Oc1ccc(CNC(=S)N/N=C/c2cccnc2)cc1,-15,0.4,5,-1,-8,-5,5,-5,-6
COC(=O)c1sc(S(=O)(=O)N2CCCCC2)c(C(=O)OC)c1C,12,0.1,-3,1,-9,3,1,-10,0
COc1ccc(N2C(=O)S[C@@H]3CS(=O)(=O)C[C@@H]32)cc1,-12,-0.8,-1,2,1,-2,0,6,-3
N#CCSc1nc2sc3c(c2c(=O)n1C1CCCCC1)CCCC3,-4,0.3,-1,4,-24,-6,-1,0,0
Cc1cc(C)n(-c2ccc(C(=O)Nc3ccc(C)c(S(=O)(=O)N4CCOCC4)c3)cc2)n1,-6,0.9,4,2,-18,-1,.,-4,-3
O=C(O)C1C2CCC(C2)C1C(=O)NCCC1=CCCCC1 (configuration not stated),-2,1.6,-5,2,-33,-3,3,-15,-1
c1ccc(N2CCN(c3c4c(nc5ncnn35)CCC4)CC2)cc1,13,2.5,-3,6,-3,-6,-4,6,3
CNC(=O)C1Cc2ccccc2CN1S(=O)(=O)c1cccs1 (configuration not stated),3,1.2,1,4,-6,-4,8,-12,1
Cc1ccc(/C=N/NC(=S)NC(C)C)o1,11,-1.6,0,2,22,-3,5,11,3

# 12 structures from above, arranged by count of non-hydrogen atoms, rising:
SMILES,NPY-Y2 PAM-ag,S1P4 agonist,Ba/F3 V617F tox,BaF3 tox,NPY1 pot ag,RBBP9 inhibitor,NPY-Y1 antag,S1P4 antag,Runt-CBFb FRET
OC(Cn1cccn1)c1ccccc1 (configuration not stated),9,1.8,-3,0,-2,-8,1,-20,-2
Cc1ccc(/C=N/NC(=S)NC(C)C)o1,11,-1.6,0,2,22,-3,5,11,3
CCc1cc(Br)ccc1NC(=O)C1CCCO1 (configuration not stated),3,-2.2,-2,1,-19,-8,3,-14,2
COc1ccc(N2C(=O)S[C@@H]3CS(=O)(=O)C[C@@H]32)cc1,-12,-0.8,-1,2,1,-2,0,6,-3
O=C(O)C1C2CCC(C2)C1C(=O)NCCC1=CCCCC1 (configuration not stated),-2,1.6,-5,2,-33,-3,3,-15,-1
CNC(=O)C1Cc2ccccc2CN1S(=O)(=O)c1cccs1 (configuration not stated),3,1.2,1,4,-6,-4,8,-12,1
CC(C)Oc1ccc(CNC(=S)N/N=C/c2cccnc2)cc1,-15,0.4,5,-1,-8,-5,5,-5,-6
O=C(N/N=C/c1ccco1)C1(O)c2ccccc2-c2ccccc21,-14,0.1,0,0,-8,-1,.,12,0
COC1=C/C(=C/c2c(N)n3nc(-c4ccc(C)cc4)sc3nc2=O)C=CC1=O,9,6.2,0,3,10,-16,9,-34,-30
CCOC(=O)c1ccccc1NS(=O)(=O)c1ccc(S(=O)(=O)N2CCCC2)cc1,0,2.1,-1,4,17,-8,-2,-20,0
CCN(C(=O)COC(=O)c1ccccc1NC(=O)c1ccco1)C1CCS(=O)(=O)C1 (configuration not stated),-16,0.3,3,10,-10,1,-3,0,.
COc1ccc(-n2c(COc3cccc4ccccc34)nnc2SC(C)C(=O)O)cc1 (configuration not stated),0,0.5,2,2,9,-2,5,-11,.
